Screening data: PubChem BioAssay, The Scripps Research Institute Molecular Screening Center
TbREL1 inh: TbREL1 inhibition, primary screen; P86926; TbREL1 RNA ligation, FRET fluorescence; inhibition, % at 9.66 µM; 89,000 compounds, 0.49% hits; AID 1117264;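 active = inhibition above the mean inhibition across all screened compounds plus 3 SD, cut at about 11% in these data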;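 note: 0% = plate median of test wells and 100% = NSC42067 control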
Target sequence (P86926 whole entry, looked up): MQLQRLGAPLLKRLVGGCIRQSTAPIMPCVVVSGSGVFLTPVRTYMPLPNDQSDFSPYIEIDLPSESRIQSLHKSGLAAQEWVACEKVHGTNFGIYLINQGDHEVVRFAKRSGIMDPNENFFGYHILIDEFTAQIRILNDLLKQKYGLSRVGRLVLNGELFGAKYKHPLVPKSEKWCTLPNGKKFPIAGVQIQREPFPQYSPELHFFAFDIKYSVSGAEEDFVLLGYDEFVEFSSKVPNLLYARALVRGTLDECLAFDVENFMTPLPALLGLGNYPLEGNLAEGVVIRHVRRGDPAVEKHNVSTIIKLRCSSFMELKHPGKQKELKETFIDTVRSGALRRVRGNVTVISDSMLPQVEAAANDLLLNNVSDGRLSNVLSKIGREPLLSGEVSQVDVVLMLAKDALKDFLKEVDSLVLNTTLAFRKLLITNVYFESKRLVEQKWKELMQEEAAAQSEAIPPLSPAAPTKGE
* hit, by the source's call. This is a subset; the hit share may differ from the screen's.

SMILES	TbREL1 inh
COc1cc2nc(CN(C)Cc3ccc(F)cc3)[nH]c(=O)c2cc1OC	4
Cc1ccc2cccc(NC3OC(=O)c4ccccc43)c2n1 (stereo not drawn)	1
CC(C)OCCCNc1nc2c(c(=O)n(Cc3ccccc3F)c(=O)n2C)n1C	-6
COc1cccc(C(=O)Nc2cc(C)on2)c1OC	0
Cn1cnnc1SCCCN1C(=O)c2cccc3cccc(c23)C1=O	-1
Cc1nn(-c2cccc(C(=O)O)c2)c(C)c1Oc1ccccc1O	-1
CCOc1ccc([C@@H]2CC=C(C(=O)O)[C@H](c3cccc(Cl)c3)N2S(=O)(=O)c2ccc(C)cc2)cc1	10
O=C1[C@H]2[C@@H](C3CC3)N3C(=O)CN(Cc4ccccn4)C(=O)[C@@]3(Cc3ccccc3)[C@H]2C(=O)N1c1ccccc1	3
OC[C@@H]1CN(Cc2ccc(-c3ccccc3)cc2)C[C@H](n2cnc3c(NC4CCC4)ncnc32)O1	-1
O=C(NCCCN1CCCC1=O)c1ccc([N+](=O)[O-])s1	-1
Cc1cccc(NC(=O)NN(C(=O)c2ccccc2Cl)C(C)(C)C)c1	-2
NS(=O)(=O)c1ccc(NNC(=O)c2ccccc2)cc1	-1
COc1ccc(Nc2nc(NCc3ccco3)nc(N3CCOCC3)n2)cc1	3
COn1c(C)c(C(C)=O)c2c3nonc3ccc21	1
COCCCN1C(=O)CC(C(=O)OC)=C1C	6
O=C(CNC(=O)c1cccc([N+](=O)[O-])c1)OCCCC(=O)c1ccc(F)cc1	-3
CC1CCN(C(=O)CCCC(=O)O)CC1	4
CN(c1cccc(NC(=O)c2ccc(Cl)c(S(=O)(=O)N3CCOCC3)c2)c1)S(C)(=O)=O	1
CCN(CC)C(=O)c1sc(NC(=S)N2CCN(C(=O)C3CCCO3)CC2)c(C(=O)OC)c1C (stereo not drawn)	1
NC(=O)CSc1nnc(COc2ccccc2)n1N	6
CCN(CC)c1nc2nonc2nc1N(CC)CC	2
O=S(=O)(c1cccs1)N1CN(Cc2cccs2)c2nc3ccccc3nc21	5
CCOC(=O)C(NC(=O)Nc1ccc(Cl)cn1)(Oc1ccccc1)C(F)(F)F (stereo not drawn)	6
CN(C)CCCNC(=O)CC1C[C@H](C(=O)N2CCOCC2)[C@@]2(CCC3CCCC3)c3[nH]c4ccccc4c3CCN2C1=O (stereo partly drawn)	5
COc1ccc(-n2ccnc2SCC(=O)Nc2cc(C)on2)cc1	-1
O=C(CN1CCN(c2ccc(F)cc2)CC1)c1cccs1	-3
COc1ccc(OC)c(NC(=O)c2cc3n(n2)C(C(F)(F)F)CC(c2ccc4c(c2)OCO4)N3)c1 (stereo not drawn)	0
CCN1C(=O)[C@@H]2[C@@H](c3ccc(-c4ccccc4)cc3)N3CCC[C@@]3(C(=O)OC)[C@@H]2C1=O	-4
CN(C)S(=O)(=O)c1cccc(NC(=O)CO/N=C(\N)c2ccccc2)c1	1
CN(Cc1ccccc1)Cc1nc2c(c(=O)n(C)c(=O)n2C)n1Cc1ccc(Cl)cc1	1
O=C(Nc1ccc(N2CCOCC2)cc1)C1CCCN(S(=O)(=O)c2ccccc2)C1 (stereo not drawn)	1
Cc1cc(C(=O)CN2C(=O)NC(CC(C)C)C2=O)c(C)n1-c1ccccc1F (stereo not drawn)	0
COc1nc(N=C(N)N)nc2c(C)cccc12	1
COc1ccc(C(=O)N2CCOC2CNC(=O)C(=O)NCc2ccc(F)cc2)cc1 (stereo not drawn)	2
CC(=O)N(C)c1ccc(NC(=O)c2cnn(C)c2)cc1	0
Cc1oc(-c2ccc(Cl)cc2)nc1CS(=O)CC(=O)NCCCN1CC(C)CC(C)C1 (stereo not drawn)	6
Cc1nonc1NC(=O)CSc1ccccn1	4
c1ccc2c(c1)ncn2-c1ccc(-c2ccnc(-c3ccncc3)n2)cc1	5
COc1cccc(-c2nc(OC(C)C)c3ccccc3n2)c1	1
COc1ccccc1C(=O)Nc1nc2ccccc2[nH]1	6
Cc1ccccc1Cn1c(C)c(C(=O)N(C)Cc2ccc(F)cc2)sc1=O	0
COc1cc(C(=O)O/N=C(\N)c2cccc([N+](=O)[O-])c2)cc(OC)c1OC	-4
Cc1sc(-c2ccccn2)nc1OC(=O)c1ccc(F)cc1F	0
CCC(=O)c1ccc(OCC(=O)OCC(=O)NCC2CCCO2)cc1 (stereo not drawn)	-2
CC(=O)Nc1ccc(S(=O)(=O)Nc2ccccc2C(=O)N2CCCC2)cc1	-3
CN(Cc1cnn(C)c1)C(=O)C1CCC(=O)N(Cc2cccc(F)c2)C1 (stereo not drawn)	3
O=S(=O)(NCCOCCNS(=O)(=O)c1ccccc1)c1ccccc1	0
COc1ccc(NC(=O)[C@@H](NC(=O)c2ccccc2)C(C)C)cc1S(=O)(=O)N1CCCCC1	-2
COC(=O)c1ccccc1NC(=S)NC(NC(=O)COc1ccccc1)C(Cl)(Cl)Cl (stereo not drawn)	-4
O=C(CSc1n[nH]c(-c2cccs2)n1)N1CCCC1	3
COc1ccc(C)cc1NC(=O)CCNC(=O)Cn1cnc2ccccc2c1=O	-3
COC(=O)/C(=N/Nc1ccccc1C)N1CCCc2ccccc21	4
CC(=O)Nc1ccc(S(=O)(=O)NNC(=O)C(=O)NNc2ccccn2)cc1	-1
CCCN(CCC)C(=S)Nc1cc(C(=O)OC)ccc1C(=O)OC	-2
COc1cccc(C(=O)NN/C(C)=C/C(=O)C(F)(F)C(F)(F)C(F)(F)F)c1	0
CCCC[C@@H]1CN=C(N)N1CCCC	8
Cc1ccc(NC(=O)c2cc(S(=O)(=O)N3CCc4ccccc43)cn2C)cc1	0
CCc1cc2c(N[C@@H](Cc3ccccc3)C(=O)O)ncnc2s1	4
O=[N+]([O-])c1cccc(/C=N\N=C2c3ccccc3-c3ccccc32)c1O	1
COc1cccc(Oc2ccc(C(F)(F)F)cc2NC(=O)c2cccc(F)c2)c1	1

Additional entries:
SMILES	TbREL1 inh
CC(C)[C@H](NC(=O)c1cccs1)C(=O)N1CCC[C@H]1C(=O)NCc1ccccc1	-3
C=CCn1c(SCC(=O)N2CCN(c3ccc(F)cc3)CC2)nnc1-c1cccs1	-3
CN(C)c1ccc(CNC(=O)C2CCC(CNc3c(N4CCCCC4)c(=O)c3=O)CC2)cc1 (stereo not drawn)	-6
O=C(NC(Cc1ccccc1)C(=O)N1CCN(c2ccc(F)cc2)CC1)c1ccccc1 (stereo not drawn)	3
S=C(NCCC(c1ccccc1)c1ccccc1)Nc1ccccc1Cl	-4
COc1cccc(NC(=O)CN(C)C(=O)C2=COCCO2)c1	0
CCOC(=O)n1ccc(C(=O)Nc2ccccc2F)n1	3
Cc1ccc(C(=O)NCCCN2CCOCC2)cc1S(=O)(=O)N1CCCCC1	3
O=C(NC1CCCCCCC1)C1c2ccccc2C(=O)N1Cc1ccco1 (stereo not drawn)	-4
O=C1N=C(N2CCc3ccccc3C2)S/C1=C\c1cccc(O)c1	7
COc1ccc([C@H]2/C=C\CN(S(C)(=O)=O)[C@@H](C)C(=O)N2Cc2ccc(F)cc2)cc1	-3
CC1(C(=O)N2CCN(C(=O)c3ccco3)CC2)CC1(Br)Br (stereo not drawn)	-2
Cc1cc(C)cc(OCC(=O)NNC(=O)c2ccccn2)c1	3
COc1ccccc1C(=O)Nc1ccc2c(c1)OCCO2	0
O=C(/C=C/c1cccc([N+](=O)[O-])c1)NCCSCc1c(Cl)cccc1Cl	5
COc1ccccc1NC(=O)CCC(=O)OCc1ccc(Br)cc1	-2
O=C(COC(=O)c1cncc(Br)c1)NC1CCCC1	0
C[C@@H]1COC(=O)[C@@H](Cc2ccc(F)cc2)CC/C=C\C[C@@H](CC(=O)NCCO)C(=O)N1	3
CC(C)(C)c1ccc(Oc2cccc(C3CC(=O)C(C4NCCc5ccccc54)C(=O)C3n3cncn3)c2)cc1 (stereo not drawn)	-2
COc1ccc(NC(=O)NC2(C(=O)N3CCCC3)CCCCC2)cc1	-2
C[C@@H]1NC(=O)[C@H](CCCN=C(N)N)NC(=O)c2cc([N+](=O)[O-])cc(I)c2NCCC[C@@H](C(N)=O)NC1=O	5
CN1C(=O)/C(=C/c2ccccc2OCc2ccc(C(=O)O)cc2)NC1=S	6
CC1CCN(CCCNC(=O)CCNC(=O)Cn2cnc3ccccc3c2=O)CC1	-1
Cc1nnc(SCC(=O)Nc2ccc(S(=O)(=O)Nc3ccc(Cl)nn3)cc2)s1	2
COC(=O)CCCCC1SCC(NC(=O)c2ccccc2)C1OC(C)=O (stereo not drawn)	-4
CC(=O)N1CCN(C(=O)c2ccc(Cl)c(S(=O)(=O)N3CCc4ccccc43)c2)CC1	-1
CCC1CCC2(CC1)NC(=O)N(CC(=O)Nc1ccc(OC)c(Cl)c1)C2=O (stereo not drawn)	6
CCCC(=O)N1CCCC1(C)C(=O)Nc1cc(OC)ccc1OC (stereo not drawn)	4
COc1ccc(Cl)cc1C(=O)Nc1ccc(CN2CCCCC2)cc1	-3
COc1ccc(S(=O)(=O)N2CCc3ccccc32)cc1C(=O)Nc1ccc(NC(C)=O)cc1	3
C=C1CCN([C@@H](CC(C)C)C(=O)NCc2cc(OC)c(OC)c(OC)c2)S(=O)(=O)c2ccccc21	-3
CC1CC(=NNC(=O)C2COc3ccccc3O2)CC(C)(C)C1 (stereo not drawn)	-2
COc1ccc(/C=N/NC(=S)Nc2ccccc2)cc1COc1ccc(F)cc1F	1
COc1ccc2c(c1[N+](=O)[O-])CCC/C2=N/OC(=O)c1cccc2ccccc12	2
COc1ccc(-c2noc(CCCOc3ccccc3)n2)cc1OC	-1
N#C/C(=C/c1ccccc1)c1nn(CCO)c(N)c1C#N	-1
COc1cc(C2=NOC(C(=O)Nc3c(C)n(C)n(-c4ccccc4)c3=O)C2)cc(OC)c1OC (stereo not drawn)	-1
CCOCCCNS(=O)(=O)c1ccc2c(c1)CCN2C(=O)CC	-3
O=C(NCCN1CCCC1)C1COc2ccccc2O1 (stereo not drawn)	8
CCOc1cc(/C=N/NC(=O)c2cccc(S(=O)(=O)N3CCCC3)c2)ccc1OCC(=O)N(C)C	0
COC(=O)c1ccccc1NC(=O)N1CCN(c2ccc(F)cc2)CC1	4
Cc1nn(C)cc1-c1csc(N)n1	-4
COC(=O)c1ccc(CNC(=O)c2c3c(nc4ccccc24)CCN(Cc2ccccc2)C3)cc1	-4
CCO[C@H]1OC(C(=O)N2CCN(Cc3ccc4c(c3)OCO4)CC2)=C[C@@H](c2ccc(C(F)(F)F)cc2)[C@@H]1CCCO	0
C=CCC[C@@H](Cc1ccc(F)cc1)C(=O)OC[C@@H](Cc1c[nH]c2ccccc12)NC(=O)[C@H](CC=C)CC(=O)N[C@H](CO)Cc1ccccc1	0
O=c1[nH]c2ccc(Br)cc2o1	3
O=C(N/C(=C/c1cccnc1)C(=O)N1CCCCCC1)c1ccccc1	6
Cc1ccc(N2C(=O)/C(=C\c3ccco3)SC2=S)cc1	2
CCCn1c(SCC(=O)NC(=O)NC(C)(C)C)n[nH]c1=O	-3
Cc1[nH]nc(NNC(=O)c2ccccc2)c1[N+](=O)[O-]	0
CN(C)c1ccc(NC(=O)Nc2ccc3c(c2)nnn3C)cc1	-9
CCCNC(=O)c1onc(CSc2ccc(F)cc2)c1C(=O)NC(C)C	-1
c1ccc(OCc2nnc(SCc3nc4ccccc4[nH]3)n2-c2ccccc2)cc1	3
Cc1c(NS(=O)(=O)c2cccc(C(=O)NCc3ccco3)c2)c(=O)n(-c2ccccc2)n1C	4
Clc1ccc(OCc2nnc(SCCN3CCCCC3)n2Cc2ccco2)cc1	-1
COc1ccc(Cl)cc1Cn1c(C)c(C(=O)NCc2ccc3c(c2)OCCO3)sc1=O	1
CCCSCCCNC(=O)Cn1c(=O)c2cccn2c2ccccc21	-5
Cc1nonc1NC(=O)CSc1cn[nH]n1	-1
Cc1nc2c(-c3ccccc3)c(C)nn2c(C)c1CCC(=O)NCc1ccco1	-3
Cc1ccc(OCc2nnc(SCC(=O)Nc3ccc(S(=O)(=O)Nc4cc(C)nc(C)n4)cc3)n2Cc2ccco2)cc1	6

Next section.
SMILES	TbREL1 inh
Cc1ccc(OCC(=O)NC(C)c2ccccc2)c([N+](=O)[O-])n1 (stereo not drawn)	-1
c1ccc2c(c1)N=C(N1CCN(Cc3ccc4c(c3)OCO4)CC1)c1ccccc1S2	0
O=S(=O)(Nc1ccc2c(c1)OCO2)c1ccc(F)c(F)c1	2
Cc1cc(C(=O)COC(=O)c2ccc3c(c2)NC(=O)CS3)c(C)n1CC1CCCO1 (stereo not drawn)	3
CCCOc1ccc(C(=O)NNC(=S)NC(=O)c2ccco2)cc1	-12
O=S(=O)(NCCc1ccccc1)c1ccc(Cl)nc1	-2
O=C(NCC1CCCO1)C1CCN(C2CCN(Cc3cccs3)CC2)CC1 (stereo not drawn)	-6

In the list so far, these contain an aryl thioether with sulfur outside any ring:
SMILES	TbREL1 inh
Cn1cnnc1SCCCN1C(=O)c2cccc3cccc(c23)C1=O	-1
NC(=O)CSc1nnc(COc2ccccc2)n1N	6
COc1ccc(-n2ccnc2SCC(=O)Nc2cc(C)on2)cc1	-1
Cc1nonc1NC(=O)CSc1ccccn1	4
O=C(CSc1n[nH]c(-c2cccs2)n1)N1CCCC1	3
C=CCn1c(SCC(=O)N2CCN(c3ccc(F)cc3)CC2)nnc1-c1cccs1	-3
Cc1nnc(SCC(=O)Nc2ccc(S(=O)(=O)Nc3ccc(Cl)nn3)cc2)s1	2
CCCn1c(SCC(=O)NC(=O)NC(C)(C)C)n[nH]c1=O	-3
CCCNC(=O)c1onc(CSc2ccc(F)cc2)c1C(=O)NC(C)C	-1
c1ccc(OCc2nnc(SCc3nc4ccccc4[nH]3)n2-c2ccccc2)cc1	3
Clc1ccc(OCc2nnc(SCCN3CCCCC3)n2Cc2ccco2)cc1	-1
Cc1nonc1NC(=O)CSc1cn[nH]n1	-1
Cc1ccc(OCc2nnc(SCC(=O)Nc3ccc(S(=O)(=O)Nc4cc(C)nc(C)n4)cc3)n2Cc2ccco2)cc1	6
